CRFBP-R2 agonist – CRF-BP/CRF-R2 complex agonism | 0.46% of 350,000 active | AID 588473 | activation, % at 13.2 µM | HEK293 CRF-R2/CRF-BP, calcium dye fluorescence (FLIPR); percent of saturating CRF peptide response;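 active = activation of at least 50%, plus an integration ratio under a set limit after plate pattern correction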;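 note: plate controls were neutral control wells without compound for no effect and CRF at EC100 for full effect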
CHRM5 agonist – agonists of human muscarinic M5 receptor (CHRM5); 0.19% of 360,000 active; P08912; CHO-K1 hM5 cells, Fluo-8 calcium fluorescence; 0% DMSO wells, 100% maximal acetylcholine response; activation, % at 3 µM;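 active = activation above the run's mean over test compounds plus 3 SD, cut at about 23% in these data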;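 note: signal is peak over basal fluorescence ratio across the kinetic read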
IDE cell inh – inhibits human insulin-degrading enzyme in HEK cells; FAbetaB cleavage, fluorescence polarization; P14735; 0.41% of 320,000 active; AID 434962; inhibition, % at 5.59 µM;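 active = percent inhibition above the average of all tested compounds plus 3 SD, set per screening campaign, cut at about 16% in these data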;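 note: IDE supplied by intact live HEK cells; FP after avidin binding of uncleaved biotin substrate so inhibition keeps polarization high; 0% = DMSO wells and 100% = 60 µM reference IDE inhibitor Ii1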
Target sequence (P14735 whole entry, looked up): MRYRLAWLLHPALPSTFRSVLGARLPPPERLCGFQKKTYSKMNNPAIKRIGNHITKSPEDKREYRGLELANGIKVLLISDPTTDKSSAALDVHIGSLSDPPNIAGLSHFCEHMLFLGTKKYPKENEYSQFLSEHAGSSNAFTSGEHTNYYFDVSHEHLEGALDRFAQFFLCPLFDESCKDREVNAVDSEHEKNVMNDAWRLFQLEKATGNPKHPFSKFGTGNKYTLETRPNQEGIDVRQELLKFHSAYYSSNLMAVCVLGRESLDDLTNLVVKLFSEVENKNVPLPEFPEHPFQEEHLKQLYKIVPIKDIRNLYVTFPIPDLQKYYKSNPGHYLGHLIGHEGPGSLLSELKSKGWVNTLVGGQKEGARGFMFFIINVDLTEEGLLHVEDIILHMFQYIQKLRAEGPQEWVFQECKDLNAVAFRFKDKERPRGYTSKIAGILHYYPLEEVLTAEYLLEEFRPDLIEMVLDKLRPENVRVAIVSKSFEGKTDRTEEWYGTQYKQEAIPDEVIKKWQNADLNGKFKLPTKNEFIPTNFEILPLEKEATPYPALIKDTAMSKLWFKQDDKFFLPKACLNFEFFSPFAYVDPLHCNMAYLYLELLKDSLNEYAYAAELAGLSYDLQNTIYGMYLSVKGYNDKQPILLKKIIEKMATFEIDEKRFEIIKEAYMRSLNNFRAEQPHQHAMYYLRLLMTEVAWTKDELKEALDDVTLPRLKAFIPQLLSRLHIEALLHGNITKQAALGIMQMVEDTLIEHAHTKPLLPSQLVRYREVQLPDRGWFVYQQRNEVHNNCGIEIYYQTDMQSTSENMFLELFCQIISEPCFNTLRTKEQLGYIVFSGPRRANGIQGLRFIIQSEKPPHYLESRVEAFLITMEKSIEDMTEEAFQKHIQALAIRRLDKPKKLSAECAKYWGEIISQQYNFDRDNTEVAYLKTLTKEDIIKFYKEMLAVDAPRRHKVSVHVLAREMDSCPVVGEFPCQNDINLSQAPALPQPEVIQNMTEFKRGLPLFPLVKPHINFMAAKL
M5 antag – CHRM5 antagonism in calcium assay; P08912; AID 624040; CHO-hM5 cells, Fluo-8 calcium fluorescence, ACh EC80; inhibition, % at 3 µM; 0.59% of 360,000 active;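 active = inhibition above a per-plate cutoff, the mean of that plate's test compounds plus 3 SD, cut at about 27% in these data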;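 note: 0% = acetylcholine EC80 with DMSO and 100% = DMSO without agonist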
M5 PAM – CHRM5 positive allosteric modulation; P08912; CHO-K1 hM5, Fluo-8 calcium, ACh EC20 PAM; 0% = ACh EC20, 100% = ACh EC100; activation, % at 3 µM; 0.3% of 360,000 active; AID 624038;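 active = activation above the run cutoff, the mean activation of all test compounds plus 3 SD, cut at about 18% in these data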
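system = human M5 receptor in CHO-K1 cells | compound = one concentration, 3 µM final (nominal) | schedule = Post-acetylcholine fluorescence recording 140 s | signal = Fluo-8 calcium dye fluorescence, kinetic read | benchmarks = low control EC20 acetylcholine (0%), high control EC100 acetylcholine (100%) | repeats = singlicate, one well per test compound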
M4 PAM – potentiates acetylcholine response at human M4 receptor. CHO-K1 hM4/Gqi5, Fluo-8 calcium fluorescence, ACh EC20; 0% = ACh EC20, 100% = maximal ACh. P08173. 0.4% of 360,000 active. AID 624126. activation, % at 3 µM;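 active = activation above its plate's cutoff, the mean activation of sample wells plus 3 SD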; note: some results filed as inactive read as strong as hits
M4 antag – blocks acetylcholine activation of human M4 receptor; CHO-hM4 cells, ACh EC80, Fluo-8 calcium fluorescence; 0.73% of 360,000 active; AID 624125; P08173; inhibition, % at 3 µM;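 active = inhibition above its plate's cutoff, the mean inhibition of sample wells plus 3 SD, cut at about 27% in these data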;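 note: 0% = acetylcholine EC80 with DMSO and 100% = DMSO without agonist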
M4 ag – agonists of human muscarinic M4 receptor (CHRM4); AID 624127; P08173; CHO-K1 hM4/Gqi5, Fluo-8 calcium fluorescence; vehicle 0%, full acetylcholine response 100%; 0.14% of 360,000 active; activation, % at 3 µM;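 active = activation above the run mean over all test wells plus 3 SD, cut at about 32% in these data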;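 note: peak over basal fluorescence ratio per well then scaled between controls; 0% = DMSO wells and 100% = acetylcholine at EC100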
CRFBP-R2 block – antagonists of CRF-binding protein/CRF-R2 receptor complex | HEK293 CRF-R2/CRF-BP, CRF-induced calcium fluorescence | inhibition, % at 11.8 µM | 0.59% of 350,000 active | AID 588475;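 active = inhibition of the ligand-induced calcium signal above about 50% at the single tested concentration, limit read from the data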
Active calls of the source: *; . = not tested or not shown. Outcome played no part in choosing rows; any-hit rate near 2.9%.

Order of values: CRFBP-R2 agonist | CHRM5 agonist | IDE cell inh | M5 antag | M5 PAM | M4 PAM | M4 antag | M4 ag | CRFBP-R2 block
#1 CC(=O)Nc1cccc(-c2cc(NC=O)c3ncc(-c4cccc(C(C)=O)c4)n3c2)c1
 : . | 1 | . | 8 | -8 | -4 | 3 | 11 | .
#2 COC(=O)Cc1cc(C)cc2c(=O)cc(-c3ccoc3)oc12
 : -0.1 | -2 | 8 | 13 | 1 | -7 | 10 | 2 | -8
#3 CCOc1ccc(/C=N/n2c(C)nnc2C)cc1OC
 : 0.3 | -1 | 5 | -1 | 6 | 8 | -2 | 2 | 0
#4 CCC(C)NC(=O)c1nc2c(nnn2Cc2ccccc2Cl)c(=O)[nH]1 (stereo unspecified)
 : -1.2 | 1 | 0 | 10 | -5 | -2 | -3 | -2 | 8
#5 CC(=O)Nc1ccc(S(=O)(=O)N2CCCC2)cc1
 : 2.5 | 0 | 1 | 12 | -6 | -1 | -5 | -1 | 9
#6 CCCCn1c(N)c(N(CC(C)C)C(=O)c2cc(S(=O)(=O)N3CCCCC3)ccc2C)c(=O)[nH]c1=O
 : -1.3 | 0 | 6 | 6 | 1 | 14 | -5 | 0 | -1
#7 CCOc1ccc(N2CC(C(=O)Nc3ccccc3OC)CC2=O)cc1 (stereo unspecified)
 : -3.3 | 1 | -2 | -1 | -3 | 4 | -13 | -1 | -18
#8 CCOC(=O)c1[nH]c(C)c(C(=O)N2CCN(c3ccc(F)cc3)CC2)c1C
 : 1.0 | -3 | 0 | 1 | 1 | -1 | -5 | 2 | 13
#9 CCOc1ccc(NC(=O)CS(=O)(=O)c2cn(C)c3ccccc23)cc1
 : -0.7 | -1 | 3 | -3 | 3 | 6 | -8 | 3 | -24
#10 CCOc1ccc(NC(=O)CN2CCCC2c2cccs2)cc1S(=O)(=O)N1CCCC1 (stereo unspecified)
 : 0.1 | -1 | 4 | 13 | -7 | 4 | 1 | 9 | 12
#11 CCC(=O)N(CCC1(c2ccccc2OC)CCOC(C(C)C)C1)Cc1ccco1 (stereo unspecified)
 : 1.3 | -4 | 1 | -19 | 13 | 4 | -22 | -2 | 4
#12 O=C1CCC(C(=O)N2CCSCC2)CN1CCc1cccc(F)c1 (stereo unspecified)
 : -0.3 | 3 | -1 | -3 | 2 | 1 | -5 | 1 | 0
#13 Cc1ccc(C(=O)N(CC(=O)NC2CCCC2)c2ccccc2Cl)s1
 : 0.8 | -2 | 2 | 9 | 1 | -4 | 1 | 2 | 18
#14 O=S(=O)(c1cccc(C(F)(F)F)c1)N1CCC(c2nc3ccccc3[nH]2)CC1
 : -1.8 | -2 | 3 | -1 | 1 | -6 | 5 | 6 | -56
#15 CCn1c(SCC(=O)N2CCCc3ccccc32)nc2ccccc2c1=O
 : 0.0 | 0 | 13 | 1 | -4 | -11 | 2 | 2 | 9
#16 O=C(CNC(=O)c1ccccc1F)N/N=C/c1cn[nH]c1-c1ccccc1
 : 1.0 | -9 | 1 | 29* | -21 | -12 | 17 | 3 | 1
#17 Cc1c(NC(=O)C(C)OC(=O)c2nc(Cl)ccc2Cl)c(=O)n(-c2ccccc2)n1C (stereo unspecified)
 : -1.1 | -2 | -4 | 1 | -3 | 3 | -7 | 0 | -19
#18 CC(=O)Nc1ccc(S(=O)(=O)N(CCc2ccccc2)CC(=O)N/N=C/c2ccc(C(=O)O)cc2)cc1
 : -0.1 | -4 | 11 | -2 | -1 | -1 | -3 | 1 | 5
#19 O=C(CCS(=O)(=O)c1ccccc1)NC1CCCC1
 : -0.8 | -3 | 4 | -10 | -3 | 2 | -14 | 2 | 6
#20 COc1ccc(-c2nc(CN3CCN(c4ccccc4OC)CC3)c(C)o2)cc1
 : 0.5 | -4 | -1 | -9 | -4 | 3 | -12 | 9 | 8
#21 COc1ccc(NC(=O)CN2CCN(CC(=O)Nc3ccccc3F)CC2)cc1OC
 : -0.1 | -1 | -6 | 1 | 2 | 11 | -2 | 1 | -17
#22 CN(CC(=O)NCC1CCCO1)S(=O)(=O)c1cc(Cl)ccc1Cl (stereo unspecified)
 : 0.6 | -5 | -3 | -2 | -8 | -2 | -1 | 0 | 0
#23 O=C(NCc1ccc(Cl)cc1)N1CCN(S(=O)(=O)c2ccccc2)CC1
 : 0.2 | -2 | 7 | 15 | -1 | -7 | 1 | 3 | -8
#24 CCOc1ccc([N+](=O)[O-])c(N)c1
 : -0.4 | -1 | 4 | -6 | 4 | -7 | 7 | -1 | 9
#25 Cc1nn(C)cc1C(C(=O)NC1CCCCC1)N(CCc1ccccc1)C(=O)c1cnccn1 (stereo unspecified)
 : 2.1 | -3 | -4 | 5 | 2 | 7 | -6 | 2 | -17
#26 COc1ccccc1NC(=O)N1CCC(C(=O)c2ccc(F)cc2)CC1
 : -0.9 | 0 | 0 | -1 | -2 | 3 | 4 | 2 | 7
#27 CCOc1ccc(NC(=O)C(C)NS(=O)(=O)c2ccc(NC(C)=O)cc2)cc1 (stereo unspecified)
 : 1.4 | 2 | 2 | -3 | 0 | -1 | -2 | 2 | 2
#28 O=C(O)[C@@H]1[C@@H]2C[C@@H]2CN1c1ncccc1[N+](=O)[O-]
 : 2.1 | -2 | 0 | -1 | 0 | 16 | -8 | 1 | 12
#29 Cc1ccc(C)c(OCc2cc(C(=O)N3CCN(c4ccccc4)CC3)no2)c1
 : 0.9 | -2 | -2 | -5 | 1 | -4 | -8 | 5 | -8
#30 O=C(O)c1cccc(S(=O)(=O)Nc2ccc(S(=O)(=O)N3CCOCC3)cc2)c1
 : -0.7 | 1 | -4 | 4 | 5 | -1 | -1 | 0 | -1

With a hit mark in M5 antag (from the list above):
Order of values: CRFBP-R2 agonist | CHRM5 agonist | IDE cell inh | M5 antag | M5 PAM | M4 PAM | M4 antag | M4 ag | CRFBP-R2 block
#16 O=C(CNC(=O)c1ccccc1F)N/N=C/c1cn[nH]c1-c1ccccc1
 : 1.0 | -9 | 1 | 29* | -21 | -12 | 17 | 3 | 1

(continued)
Order of values: CRFBP-R2 agonist | CHRM5 agonist | IDE cell inh | M5 antag | M5 PAM | M4 PAM | M4 antag | M4 ag | CRFBP-R2 block
#31 O=C(Cn1c(=O)n(Cc2ccco2)c(=O)c2cc(Cl)ccc21)NCC1CCCO1 (stereo unspecified)
 : 0.5 | -2 | 1 | 1 | -5 | 3 | -8 | 2 | 0
#32 Cc1cc(Br)ccc1NC(=O)C(C)c1ccc([N+](=O)[O-])cc1 (stereo unspecified)
 : 1.1 | 2 | -2 | 5 | -3 | -7 | -4 | 5 | -25
#33 CC(=O)c1ccc(N(C(=O)c2ccco2)C(C(=O)NC2CCCC2)c2ccc(N3CCOCC3)cc2)cc1 (stereo unspecified)
 : -1.8 | -3 | 0 | 16 | -6 | 4 | -2 | 0 | -3
#34 CCCn1c(SCC(=O)Nc2cccc(F)c2)nc(O)cc1=O
 : 1.7 | 5 | -9 | 34* | -5 | -11 | 27* | 41* | -25
#35 COc1cccc(CN2CCC(n3nccc3NC(=O)CCCc3ccccc3)CC2)c1
 : 0.9 | -4 | -2 | 3 | -3 | -3 | 0 | 5 | -4
#36 C=C(C)C(=O)Nc1cccc(C2=NOC3(C2)C[C@H](C(N)=O)N(C(=O)C(c2ccccc2)c2ccccc2)C3)c1 (stereo partly specified)
 : 2.5 | -5 | 0 | 16 | 3 | 5 | 5 | -1 | -12
#37 CCOc1ccccc1C1CC(=O)Nc2cc(C)c(C)cc21 (stereo unspecified)
 : 0.6 | 0 | -13 | -7 | 17 | 5 | -15 | -1 | -31
#38 O=C(Nc1nnc(S(=O)(=O)N2CCCCC2)s1)c1ccc(Cl)cc1
 : 13 | 1 | -1 | -1 | -5 | -6 | 5 | -1 | 71*
#39 COc1ccc(-c2nnc(NC(=O)c3ccccc3C)o2)cc1
 : 0.8 | 0 | 2 | -5 | 1 | 4 | -14 | 2 | -46
#40 O=C(/C=C/c1cccs1)NCc1cccnc1
 : 2.0 | 0 | 8 | -1 | -1 | 2 | -10 | -1 | -12
#41 CCOC(=O)c1c(C)[nH]c(C(=O)COC(=O)CNC(=O)c2ccc(Cl)cc2Cl)c1C
 : -0.6 | -1 | -2 | 1 | 4 | 21 | 0 | 1 | 1
#42 Brc1ccc(-c2csc(-c3c[nH]c4ccccc34)n2)cc1
 : 1.3 | -4 | -1 | 7 | 3 | 3 | 3 | 1 | -22
#43 Brc1ccc(OCCOCCOc2cccc3cccnc23)cc1
 : -4.9 | 0 | 2 | 3 | 4 | 16 | -8 | 2 | -8
#44 O=C(CSc1nnc(-c2ccccc2Br)o1)N1CCN(C(=O)c2ccco2)CC1
 : -3.5 | 0 | 5 | 0 | -8 | -3 | -5 | 4 | -1
#45 COc1ccc(C(=O)NCCC2=CCCCC2)cc1
 : -4.8 | 0 | 6 | 2 | -2 | -8 | 8 | 0 | -6
#46 COc1ccc(/C=N/NC(N)=S)cc1OC(=O)c1ccccc1
 : -0.3 | 2 | 1 | -5 | -2 | 1 | 2 | 3 | -4
#47 NS(=O)(=O)c1ccc(CNC(=O)CC23CC4CC(CC(C4)C2)C3)cc1
 : -0.3 | -4 | 2 | 0 | -10 | 4 | -4 | 1 | 18
#48 CN(C(=O)CCc1nnc(CCCCc2ccccc2)o1)C1CCOCC1
 : -0.7 | -2 | 2 | 5 | -7 | 2 | -15 | 7 | 12
#49 COc1cc(NC(=O)c2cccc(COCC(F)(F)C(F)F)c2)cc(OC)c1OC
 : -8.3 | 1 | -4 | -3 | -4 | 5 | -21 | 10 | 1
#50 COc1ccc(-n2c(SCC(=O)Nc3cc(C)on3)nc3ccc(O)cc3c2=O)cc1OC
 : 1.5 | -4 | -6 | 3 | -4 | 13 | -2 | 1 | -12
#51 N#CC1(C#N)OC12CCS(=O)(=O)c1ccccc12 (stereo unspecified)
 : 2.2 | 3 | . | 6 | 4 | 0 | -4 | 0 | 14
#52 CSc1cccc(N=C2C(=O)Nc3ccccc32)c1
 : 3.7 | -1 | 3 | 1 | 5 | -6 | 7 | 1 | -11
#53 CCCn1c(C(C)Nc2nc(-c3cccc(Br)c3)cs2)nc2ccccc21 (stereo unspecified)
 : 0.0 | 1 | 4 | -2 | 4 | 12 | 5 | 0 | -3
#54 CCc1cc(=O)oc2cc(C)cc(OCC(C)=O)c12
 : -1.1 | -1 | 1 | 10 | -1 | 2 | 0 | 0 | -17
#55 COc1ccc(S(=O)(=O)N2CCCC2)cc1OC
 : 0.4 | -4 | 5 | 5 | 5 | -1 | -4 | 1 | 6
#56 CCOC(=O)C1CCCN(c2c(N3CCN(c4ccccn4)CC3)c(=O)c2=O)C1 (stereo unspecified)
 : -0.7 | 3 | 2 | 2 | -2 | 1 | -9 | 3 | -4
#57 O=C1NC(=Nc2cccc(O)c2)S/C1=C\c1cccnc1
 : 0.2 | -2 | -2 | 2 | -2 | 2 | 0 | 0 | -11
#58 COc1ccc(CN2C(=O)c3ccccc3C2c2nnnn2-c2c(C)cccc2C)cc1OC (stereo unspecified)
 : . | 2 | . | -11 | 2 | 13 | -13 | 3 | .
#59 Cc1ccc2nc(C)c(C(=O)O)cc2c1
 : 1.7 | -3 | 2 | -5 | -8 | 15 | -7 | 1 | 2
#60 c1ccc(-c2ccc3nncn3c2)cc1
 : . | 1 | . | 0 | 5 | 3 | -10 | 0 | .
#61 COc1ccc(NC(=O)Cn2nnc(-c3ccccc3)c2COc2ccc(C(C)=O)cc2)cn1
 : . | 2 | . | 2 | -4 | 0 | 5 | 3 | .
